From PubChem
V-ATPase pH – yeast V-ATPase proton transport regulation by pHLuorin. S. cerevisiae, pHLuorin cytosolic pH fluorescence. response, % at 10 µM. AID 504577. hit rate 0.37% among 350,000; in the data active = response mostly above about 7.3%, no sharp cut-off; inactive = mostly below about 5.4%; also: actives read high; inactives centre near 0; some compounds called inactive have numbers as strong as hits; reference of the scale not given here
CDK5 inh – CDK5/p35 (human) kinase inhibition; Q00535+Q15078; Recombinant CDK5/p35, ADP-Glo luminescence, 60 min; inhibition, % at 10 µM; hit rate 0.01% among 330,000; AID 488839;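 active = highest replicate inhibition of at least 50% and at least 75% of replicates reaching 50%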;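 also: plate controls were DMSO neutral control for no effect and GW8510 at 10 µM for full effect; many of its hits are not listed in these tables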
HTR5A inv ag – inverse agonist of human HTR5A in OPRM1-OPRD1 counter-screen; inhibition, % at 9.3 µM; P47898; hit rate 0.083% among 340,000; HTR5A cell line, luminescence, inverse agonism; AID 504634; in the data active = inhibition mostly above about 23%, no sharp cut-off; inactive = mostly below about 18%;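 also: 0% = cells with DMSO and 100% = no-cell wells with DMSO; some compounds called inactive have numbers as strong as hits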
dFosB act – mouse delta FosB homodimer activation. P13346. purified delta FosB, TAMRA-CDK5 oligo fluorescence polarization; percent of positive-control signal above neutral wells. activation, % at 25 µM. hit rate 0.99% among 340,000. AID 493131;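 active = mean activation above about 17%, with every replicate also reaching it, limit read from the data, passing the limit was not always enough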;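 also: fluorescence polarization rise as delta FosB binds a TAMRA Cdk5 AP-1 oligo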
Target sequence (P13346 whole entry, looked up): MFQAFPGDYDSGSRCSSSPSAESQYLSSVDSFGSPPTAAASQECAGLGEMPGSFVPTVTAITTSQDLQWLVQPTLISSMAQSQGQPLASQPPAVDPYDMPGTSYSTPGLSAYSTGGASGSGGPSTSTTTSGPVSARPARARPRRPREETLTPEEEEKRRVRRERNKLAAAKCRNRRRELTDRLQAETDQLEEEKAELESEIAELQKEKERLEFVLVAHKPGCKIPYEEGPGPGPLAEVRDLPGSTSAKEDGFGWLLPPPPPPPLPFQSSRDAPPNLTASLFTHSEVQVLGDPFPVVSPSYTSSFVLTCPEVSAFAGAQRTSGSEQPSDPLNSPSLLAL
PvdQ acylase – blocks Pseudomonas aeruginosa PvdQ acylase activity | purified PvdQ acylase, fluorescence plate reader | hit rate 0.063% among 340,000 | AID 488965 | inhibition, % at 10 µM; in the data active = inhibition above about 30%, passing the limit was not always enough;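 also: 0% = vehicle neutral wells and 100% = reference inhibitor wells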
Wnt bcat act – activates Wnt/beta-catenin signaling in a reporter cell assay; AID 743398; activation, % at 9.35 µM; activator, plate reader; hit rate 1.2% among 300,000; in the data active = activation above about 30%, passing the limit was not always enough;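 also: 0% = neutral control wells and 100% = positive control wells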
HTR5A ag – counter-screen for OPRM1-OPRD1 agonists: human HTR5A agonism; P47898; HTR5A agonist assay, luminescence, cell-based; activation, % at 9.3 µM; hit rate 0.61% among 340,000; in the data active = activation mostly above about 9.5%, no sharp cut-off; inactive = mostly below about 7.6%;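 also: 0% = cells with vehicle only and 100% = reference agonist; strong numbers were not always called active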
MITF TRPM1 HTS – increases MITF-driven TRPM1 promoter luciferase signal; activation, % at 12.5 µM; hit rate 0.75% among 300,000; SK-MEL-5 TRPM1-promoter luciferase, 24 h; % of positive control, neutral wells = 0;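 active = mean activation of at least 80% with every replicate also reaching 80%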;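 also: 0% = neutral control wells and 100% = parthenolide positive control wells; values of inactives mirror those of a sister screen read the other way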
NSD2 inh – blocks human histone methyltransferase NSD2; O96028; NSD2 peptide methylation, AlphaScreen, 120 min; inhibition, % at 12.5 µM; hit rate 0.54% among 310,000; AID 743445; in the data active = inhibition above about 50%
SR-BI DiI inh – mouse SR-BI HDL lipid transfer inhibition; Q61009; ldlA[mSR-BI] CHO cells, DiI-HDL uptake fluorescence, 3 h; hit rate 0.96% among 320,000; inhibition, % at 12.5 µM;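 active = mean replicate inhibition of at least 70% and a set share of replicates each scoring 70 or more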;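 also: 0% = median of neutral control wells and 100% = median of positive control wells; values of inactives mirror those of a sister screen read the other way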
Target sequence (Q61009 whole entry, looked up): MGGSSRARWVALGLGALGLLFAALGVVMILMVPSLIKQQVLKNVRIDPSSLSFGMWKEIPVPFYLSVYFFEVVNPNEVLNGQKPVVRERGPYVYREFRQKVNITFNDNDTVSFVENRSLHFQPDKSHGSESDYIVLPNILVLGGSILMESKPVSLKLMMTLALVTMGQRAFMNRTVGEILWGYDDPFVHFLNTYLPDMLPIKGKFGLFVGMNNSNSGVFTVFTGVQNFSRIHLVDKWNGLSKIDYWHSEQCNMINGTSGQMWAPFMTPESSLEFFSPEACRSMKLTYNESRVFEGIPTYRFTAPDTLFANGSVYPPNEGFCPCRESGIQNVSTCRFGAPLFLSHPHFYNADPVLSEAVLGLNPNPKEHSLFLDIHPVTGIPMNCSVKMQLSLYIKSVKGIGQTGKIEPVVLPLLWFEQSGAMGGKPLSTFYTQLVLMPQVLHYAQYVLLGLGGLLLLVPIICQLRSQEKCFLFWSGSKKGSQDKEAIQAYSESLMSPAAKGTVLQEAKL
* hit, by the source's call; x = not tested or not shown.

Below each SMILES – dFosB act, V-ATPase pH, Wnt bcat act, NSD2 inh, HTR5A inv ag, SR-BI DiI inh, CDK5 inh, PvdQ acylase, MITF TRPM1 HTS, HTR5A ag
COc1ccccc1C(C)NC(=O)c1ccc(S(=O)(=O)NCc2ccco2)cc1 (centres undefined)
    3.0, 1.2, 1.2, 2.3, -1.6, 17.3, -0.3, 4.6, -1.7, 0.4
CCOC(=O)COc1ccc(C2CC(C)=NN2c2ccccc2)cc1 (centres undefined)
    -5.2, -3.1, 0.9, -1.2, 9.7, 5.8, 0.5, -19.2, 2.7, 2.9
O=C(c1ccc(F)cc1)C1CCN(C(=O)NCc2ccccc2)CC1
    -5.3, 7.0, -1.8, 4.0, -22.4, 23.7, 0.9, -15.6, -2.9, -1.7
O=C(CC1NCCc2ccccc21)Nc1ccc(Cl)cc1 (centres undefined)
    -9.6, 5.6, 0.8, 4.0, -1.8, 14.8, -2.3, -20.1, -2.4, 0.7
CCOC(=O)/C=C1/SCC(=O)N1CC(=O)Nc1ccccc1OC(F)F
    -0.7, -0.9, -1.0, -1.2, -7.4, -7.6, 1.1, -13.8, -2.7, 1.8
CC1=C(c2ccccc2)CCC1=O
    4.2, -2.1, -0.1, x, -24.9, -28.5, -1.0, 13.0, 5.1, -1.9
CCC(C)NC(=O)c1ccc2nc(Cc3ccc(OC)cc3)oc2c1 (centres undefined)
    -7.4, -3.9, -0.9, x, 10.2, -2.3, -0.3, -13.4, 11.3, -2.0
Cc1ccc(Cl)cc1NC(=O)CN1C(=O)COc2ccc(S(=O)(=O)N3CCOCC3)cc21
    -1.1, 2.6, 1.1, -1.2, -10.7, -24.9, x, 9.8, 6.0, -0.9
O=C(O)CCNS(=O)(=O)c1ccccc1C(F)(F)F
    -6.8, -2.5, 0.3, -5.0, 0.3, -22.1, -1.1, -8.3, -0.8, -0.1
Cc1ccc(-c2c[n+](CC(=O)c3ccc(Br)cc3)c3n2CCCCC3)cc1
    -5.3, 1.2, -0.9, 3.2, 6.8, -0.4, -0.3, 1.1, 15.0, -2.6
CC1(CCc2ccccc2)NC(=O)N(CC(=O)Nc2ccccc2)C1=O (centres undefined)
    -5.4, 6.7, 13.3, -4.7, 18.5, x, -0.8, 8.0, 35.1, 3.6
COc1ccc(C(=O)NCc2nnc(SCC(=O)Nc3ccccc3OC)o2)cc1
    -3.2, -0.5, 2.7, -2.8, 5.3, -28.9, 1.5, -9.3, -0.8, -2.2
O=C(NCc1cccs1)C1CCC(CNS(=O)(=O)c2cccs2)CC1 (centres undefined)
    10.4, 3.5, -6.2, -1.1, 18.5, -6.3, -0.4, -0.5, -11.1, -8.4
O=C1Nc2ccccc2OC1CC(=O)N1CCOCC1 (centres undefined)
    1.3, -0.2, -0.9, x, -20.7, -9.6, -0.3, -5.2, -5.0, 7.0
Cc1c(/C=C2\NC(=O)NC2=O)c2ccccc2n1C
    -1.1, 1.6, 0.1, 1.4, 2.4, 21.2, -0.8, -14.7, x, -0.6
O=C(CSc1nc2ccccc2c(=O)n1-c1ccccc1)NCC1CCCO1 (centres undefined)
    -2.6, -1.6, -1.7, -0.3, -3.9, x, 0.8, -5.1, 5.9, -2.5
COc1ccc(N(C)S(=O)(=O)c2cccc(C(=O)OCC(=O)NCc3ccccc3OC)c2)cc1
    -5.7, 2.0, 16.4, -2.1, -14.3, x, -1.7, -8.2, -1.4, -1.6
FC(F)(F)c1cc(CCN2CCNC[C@@H]2Cc2ccccc2)cc(C(F)(F)F)c1
    -26.4, 1.4, -3.1, x, 1.1, -13.7, 1.5, -9.8, -79.6, 9.2
CC1CCCC(C)N1C(=O)CSc1nnc(COc2cccc3cccnc23)o1 (centres undefined)
    -7.8, 4.3, -2.0, 0.5, -5.5, 2.5, -0.2, -7.7, -7.5, 1.9
Cc1ccc(C(=O)N/C(=C/c2ccc(-c3cccc([N+](=O)[O-])c3)o2)C(=O)NCCCN(C)C)cc1
    2.0, -2.6, -4.5, 23.3, -5.6, -0.3, -2.1, -10.5, -24.6, 9.8
O=C1CC(C(=O)O)C2(CCCC2)O1 (centres undefined)
    3.0, -0.1, x, -12.5, -16.5, -20.0, -0.4, -13.3, 9.8, -2.8
COc1ccc(OC)c(C2NC(=O)N(C)C(C)=C2C(=O)OCc2ccccc2)c1 (centres undefined)
    -4.8, 2.4, -1.1, 3.7, 0.5, 7.1, -0.8, 3.7, x, -0.1
Cc1cc(N2CCCCC2)nc2ccc(NC(=O)CCC(=O)NCCC(C)C)cc12
    -11.5, 8.6, 43.3*, -9.6, 17.3, 37.0, -0.4, -11.6, x, -6.6
CCOC(=O)c1c(C2COc3ccccc3O2)csc1NC(=O)c1ccccc1 (centres undefined)
    -2.4, 0.0, x, -2.2, 11.2, -13.7, 1.1, -6.9, x, 5.8
O=[N+]([O-])c1ccccc1/C=N/n1c(C2CCCCC2)n[nH]c1=S
    -3.7, -1.8, x, 16.1, -20.1, -8.5, 3.1, -13.6, -2.7, 4.2
Cc1n[nH]c(=O)nc1NCCc1ccccc1
    4.2, 8.4, -0.1, 0.8, 0.5, -25.9, -1.3, -14.2, x, -0.1
CNC(=S)N1CCN(c2ccc(Cl)c(Cl)c2)CC1
    -6.9, -1.6, -2.0, -0.5, 4.0, 20.0, 0.5, -7.5, 4.2, -1.5
O=C1CSC(c2ccccn2)N1c1ccccc1F (centres undefined)
    3.2, 0.0, -1.3, -1.4, 9.0, -11.5, -1.8, -8.0, -6.9, -1.1
CCN(CCNC(=O)CN1CCN(Cc2ccc(Cl)cc2)C1=O)c1ccccc1
    -5.2, 0.9, x, 5.4, 14.7, 30.5, -3.0, -12.8, -5.2, -6.7
CCC1CCCCN1C(=O)c1ccc(OC)c(OC2CCN(C(C)=O)CC2)c1 (centres undefined)
    0.9, -3.6, -0.2, -3.0, 13.5, -26.0, -2.0, 2.3, -0.8, 10.9
O=C(NCCN=C1NS(=O)(=O)c2ccccc21)c1ccccc1
    -3.5, 5.8, -1.4, -4.0, -20.9, -17.6, -0.7, -14.2, 3.5, 4.8
COc1cccc(/C=N/c2nc3ccccc3n2C)c1O
    -4.6, -2.2, -0.6, 0.6, -1.7, -23.8, 0.4, -0.4, x, 0.5
Cc1ccc(N2CCN(C(=O)c3nn(C)c4c3CS(=O)(=O)c3ccccc3-4)CC2C)cc1 (centres undefined)
    -1.2, -2.9, -0.6, 6.8, 5.2, 33.9, x, -9.6, -11.9, 1.1
CCOc1ccc(-c2cccc(NS(=O)(=O)c3ccccc3[N+](=O)[O-])c2)nn1
    -5.2, 0.0, -0.4, 16.6, 0.5, -8.3, -0.7, -3.5, -11.3, 4.1
COc1ccc(CCNC2=C(Cl)C(=O)N(CCc3ccccc3)C2=O)cc1OC
    -0.4, -1.2, 1.7, -6.5, -6.8, 13.3, -0.5, 0.4, 0.2, -0.6
CSCC(C)N1CCC(n2nccc2NC(=O)CCc2ccccc2)CC1 (centres undefined)
    -3.9, 2.0, -1.0, 23.2, 4.1, -13.4, 2.2, -12.1, -14.7, 1.7
Cc1nn(C(=O)c2cccc([N+](=O)[O-])c2)c(C)c1Sc1ccccc1
    7.5, 1.5, x, -0.3, -11.7, -14.9, -0.3, -9.3, 4.9, 0.9
COCCNC(=O)c1cccc2c1-c1ccccc1C2=O
    -4.1, 1.3, 3.6, 44.4, -18.1, -0.2, 0.4, -12.3, 2.0, 4.8
Cc1ccn(-c2ccc([N+](=O)[O-])cc2)n1
    5.1, -1.1, x, 0.8, 4.3, -25.9, 1.2, 22.9, 20.1, 0.1
CCOC(=O)Cc1nnc(NC(=O)CSc2nnc3c(n2)[nH]c2ccccc23)s1
    9.0, -4.1, -3.9, x, -3.3, -0.4, -1.4, -6.1, -18.4, 1.2
Cc1ccnc(NC(=O)/C=C/c2ccccc2Cl)c1
    7.7, -0.6, x, x, -0.8, 10.3, 1.0, -2.9, -10.9, 0.3
Cn1c(SCC(=O)Nc2ccc(Cl)cn2)nnc1C1CC1
    -5.7, -6.1, -0.3, 22.4, 6.1, -9.5, 0.3, -17.9, 0.6, -3.9
O=C(NC12CC3CC(CC(C3)C1)C2)c1ccc([N+](=O)[O-])cc1
    2.5, -3.8, -5.2, -1.9, 8.4, 13.1, -0.1, 10.9, x, -2.3
Cc1ccc(C(=O)NC(=S)N2CCN(c3ccc([N+](=O)[O-])cc3)CC2)cc1
    0.7, -2.0, x, -2.8, 8.9, -3.8, -2.4, -0.6, -5.7, -0.9
COc1ccc(CCNCC2C(Oc3ccc(Cl)cc3)C(=O)N2c2ccccc2C)cc1OC (centres undefined)
    9.3, -1.4, -3.1, -1.7, 5.4, -19.8, -1.0, 2.6, 12.3, 1.6
O=S1(=O)CCOC[C@H](CC2CCCCC2)N1Cc1cccc(C(F)(F)F)c1
    2.1, -0.1, -4.4, x, -20.9, -9.5, -0.8, 3.8, 2.9, 9.8
N/N=C(/Cc1nc2ccccc2[nH]1)c1ccc([N+](=O)[O-])cc1
    -2.8, -1.4, 38.4*, 3.3, 8.9, 39.8, 0.7, -6.2, 25.2, -3.2
COc1ccccc1NC(=O)COC(=O)/C=C/c1cccs1
    -3.1, -1.3, 0.4, -1.3, 8.0, -16.1, 0.9, 1.0, x, -3.2
COc1ccc(OC)c(NC(=O)N2CCCC(C)C2)c1 (centres undefined)
    2.8, 0.7, 1.9, -4.1, 1.1, 15.2, 0.0, -8.5, -1.9, -0.3
CC(O)(C#CCN1CCCCCC1)c1ccccc1 (centres undefined)
    -4.9, -0.8, -2.2, 0.8, x, -14.4, -0.3, -8.6, -2.7, x

Remaining list, next part:
Below each SMILES – dFosB act, V-ATPase pH, Wnt bcat act, NSD2 inh, HTR5A inv ag, SR-BI DiI inh, CDK5 inh, PvdQ acylase, MITF TRPM1 HTS, HTR5A ag
CC1CN(c2nc3ccccn3c(=O)c2C=O)CC(C)O1 (centres undefined)
    1.3, 0.7, -1.6, -4.3, -5.6, -26.2, 0.3, -4.4, 2.2, 2.0
CCC(Oc1ccccc1)C(=O)OCC(=O)N(CC)c1c(N)n(Cc2ccccc2)c(=O)[nH]c1=O (centres undefined)
    0.9, -1.5, 6.5, 0.6, -9.3, -24.6, 0.6, -0.1, 1.6, -2.9
COc1ccc(C2/C=C\CN(S(=O)(=O)c3cccs3)CC(=O)N2Cc2ccc(F)cc2)cc1 (centres undefined)
    7.9, 15.0*, -4.0, x, 0.1, 39.2, -0.9, 0.6, 9.5, 2.1
COc1ccc(C(O)(C2CCCCC2)C(CN2CCOCC2)c2ccccc2)cc1 (centres undefined)
    -3.1, 1.9, -18.5, -0.5, 1.9, 6.2, -2.7, -17.6, -15.8, -0.5
FC(F)(F)c1nc(-c2ccccc2)ncc1-c1nnnn1-c1ccccc1
    -1.1, -2.4, -2.4, -5.0, -33.4, 18.6, 0.2, -2.4, 4.1, 3.7
O=C(NCCc1ccncc1)Nc1ccccc1
    -1.9, -3.8, -1.0, 0.5, -5.3, -29.2, 2.4, -0.7, 1.6, 13.4*
CC(C)C(=O)NC(=S)Nc1ccccn1
    -1.9, 3.6, x, 3.2, -24.5, -12.0, 0.9, -7.4, 1.2, 5.9
CC(C)OC(=O)CSc1nc2cccnc2n1C1CCCCC1
    -5.0, -1.8, -6.1, -11.9, -3.4, 21.7, 0.6, -11.8, -5.6, 1.0
CC(C)Nc1nc(SC(C)C(=O)Nc2ccccc2)nc(N(C)C)n1 (centres undefined)
    -2.1, -0.7, 0.5, 1.8, -0.3, 1.1, 0.4, -9.1, -14.7, 0.1
